# High-throughput results from PubChem.
# EWS-Fli block – EWS/Fli-driven NR0B1 reporter inhibitors, primary screen, A673 cells, NR0B1 luciferase, luminescence, MLPCN library | viability-normalised | inhibition, % at 12.6 µM | 350,000 compounds, 0.67% hits;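 active means mean inhibition of at least 50% after viability correction, with every replicate also passing that limit; inconclusive means mean reaches 50% but only one of two replicates passes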;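 further: firefly luciferase signal divided by Alamar Blue viability fluorescence both relative to DMSO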
# Xi reactivation – activators of inactive X chromosome reactivation, primary screen, imaging, XiGFP fibroblasts, GFP high-content imaging, set 2; XiGFP mouse fibroblasts, % GFP-positive cells imaging, 3 d; cells co-treated with 5-aza-dC sensitizer; scaled so ellipticine positive control = 100%; activation, % at 7.58 µM; 360,000 compounds, 0.055% hits;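 active means mean normalized replicate activation at least 10% and every replicate at or above 10%; inconclusive means only one of the two criteria met; inactive means mean below 10% and not all replicates reach 10%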;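 further: 0% = median of on-plate neutral control wells and 100% = ellipticine 6 µM median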
#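 System: SV40-immortalized XiGFP fibroblast cells, line 68-5-11 / Incubation: 3-day compound exposure, then 15 min fixation at room temperature / Compound: single concentration per compound, delivered by pin transfer / Buffer or medium: DMEM plus 5-aza-dC sensitizer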
# ERp5 inh – inhibitors of ERp5-driven insulin aggregation, primary screen, biochemical, turbidity, absorbance 650 nm, single point | Protein disulfide-isomerase A6 (Homo sapiens), Q15084 | 90 min | inhibition, % at 9.99 µM | 350,000 compounds, 0.05% hits;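 active means mean replicate inhibition above about 25%, with every replicate also reaching it, limit read from the data, passing the limit was not always enough; inconclusive means only one of those two criteria met; inactive means neither criterion met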
# Target sequence (Q15084 whole entry, looked up): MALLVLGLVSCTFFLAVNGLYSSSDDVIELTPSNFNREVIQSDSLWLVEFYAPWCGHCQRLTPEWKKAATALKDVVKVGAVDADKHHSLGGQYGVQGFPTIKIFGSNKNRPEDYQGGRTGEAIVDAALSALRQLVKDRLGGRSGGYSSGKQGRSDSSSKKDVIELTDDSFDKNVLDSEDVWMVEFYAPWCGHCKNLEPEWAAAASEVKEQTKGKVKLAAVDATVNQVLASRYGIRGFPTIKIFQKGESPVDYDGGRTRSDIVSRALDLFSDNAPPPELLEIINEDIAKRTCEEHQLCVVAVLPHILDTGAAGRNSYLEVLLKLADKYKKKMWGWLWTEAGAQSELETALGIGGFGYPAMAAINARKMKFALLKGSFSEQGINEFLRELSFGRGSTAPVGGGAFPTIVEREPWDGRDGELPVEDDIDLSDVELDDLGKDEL
# F508del corr – F508del CFTR correction, initial screen, CFBE line, single point; AID 720511, 2013; activity (quench increase), % at 7.58 µM; 350,000 compounds, 0.36% hits; CFBE cells, YFP halide quenching; stimulated with forskolin plus potentiator P3; % fluorescence drop versus neutral controls;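 active means mean added fluorescence quench of at least 8% versus neutral control, with both replicates also reaching 8%; inconclusive means only one of the mean or replicate conditions met; inactive means mean below 8% and not both replicates reaching 8%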;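 further: cells transiently co-express mutant CFTR-F508del with the halide-sensitive YFP; corrector assay measuring rescue of mutant channel to the surface after 24 h compound exposure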
# ARNT TACC3 PPI – disruptors of ARNT/TACC3 protein interaction, primary screen, biochemical, AlphaScreen, single concentration. inhibition, % at 9.99 µM. AlphaScreen His-ARNT PAS-B/GST-TACC3 binding, luminescence; TACC3 fragment carries E629A point mutation. 390,000 compounds, 0.66% hits. AID 623870, 2012. Transforming acidic coiled-coil-containing protein 3 (Homo sapiens), Q9Y6A5;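 active means mean inhibition of replicates at least 50% and at least half of replicates each reaching 50%; inconclusive means half or more replicates reach 50% but mean below 50%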;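 further: 0% = complete ARNT plus TACC3 wells and 100% = ARNT alone without TACC3; many hits fall short of the cut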
# PAX8 reporter – inhibitors of PAX8-driven TPO luciferase reporter, primary screen, RMG-I cells, single concentration; 360,000 compounds, 1.2% hits; inhibition, % at 12.6 µM; SteadyGlo, 24 h;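 active means mean replicate inhibition at least 60% with every replicate also reaching 60%; inconclusive means only one of the two criteria is met; inactive means mean below 60% and not all replicates reaching 60%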;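 further: luciferase light reporting Pax8 driven TPO promoter activity; plate controls were median of neutral control wells for no effect and mitoxantrone controls for full effect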
# DENV2 CPE rescue – inhibitors of DENV2 cytopathic effect, primary screen, cell-based, plate reader, single concentration; DENV2-infected cells, cytopathic effect rescue; 350,000 compounds, 1.7% hits; CPE inhibition, % at 9.99 µM; AID 651640, 2012; in the data active means CPE inhibition above about 20%, passing the limit was not always enough; inconclusive means no clear call, values can overlap the other calls; tested in BHK-21 cells;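 further: 0% = median of neutral control wells and 100% = median of positive control wells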
# GSIS activator – GLuc luminescence reporter in INS-1E cells, primary screen for activators of glucose-dependent secretion of insulin. INS-1E GLuc reporter insulin secretion, 2-3 h. activation, % at 16.6 µM. 370,000 compounds, 0.61% hits. AID 743287, 2014;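 active means lowest replicate activation of at least 40%, so every replicate reaches that level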;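 further: 0% = median of neutral control wells and 100% = median of IBMX positive control wells; some compounds called inactive have numbers as strong as hits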
# Numbers without * were called inactive; ? = inconclusive; · = not tested or not shown; & = joins results of further samples.
SMILES,EWS-Fli block,Xi reactivation,ERp5 inh,F508del corr,ARNT TACC3 PPI,PAX8 reporter,DENV2 CPE rescue,GSIS activator
CCCC(=O)N1CC2(CN(Cc3nccs3)C2)c2c([nH]c3cc(OC)ccc23)[C@@H]1CO,-5,0.1,-4,-1.1,·,-2,?,7
CCc1ccc([C@H]2[C@@H]3C(=O)C[C@@H]4C(=O)N(c5ccccc5)C(=O)[C@@H]4[C@@H]3CN2S(=O)(=O)c2ccc(C)cc2)cc1,-1,0.0,-7,-0.3,·,-6,-4,·
COc1ccccc1N1C(=O)N(C(C)=O)C2C1Nc1ccccc1N2C (stereo not drawn),-2,·,3,1.1,-14,·,-1,11
COC(=O)c1ccc(CNC(=O)CCNC(=O)c2ccco2)cc1,-2,0.1,1,-1.0,-4,5,?,9
CC(C)CC#Cc1ccc([C@@H]2[C@H](CO)N3C(=O)CN(C(=O)c4cnccn4)C[C@@H]23)cc1,4,0.0,4,-4.6,·,·,10,-3
COc1ccc(-n2c(O)c(/C=N/NS(=O)(=O)c3cccc([N+](=O)[O-])c3)c3ccccc3c2=O)cc1OC,3,0.4,-3,-0.6,4,-4,-2,0
COc1cc(OC)c2c(-c3cccc(-c4ccc(OC(F)(F)F)cc4)c3)cc(=O)oc2c1,-3,0.2,3,2.3,-4,-4,?,0
O=C(Nc1ccccc1Cl)NC1(C(=O)N2CCOCC2)CCCCC1,-7,0.1,1,0.7,0,2,3,0
Cc1ccoc1C(=O)Nc1ccc2ccccc2c1,51*,0.0,-6,-0.2,-4,4,-1,-15
CC(OC(=O)CCCNC(=O)c1ccc(Cl)cc1)C(=O)N(C)Cc1ccccc1 (stereo not drawn),-3,0.0,-2,1.3,2,-15,·,-2

# 2 records picked at random from those above:
SMILES,EWS-Fli block,Xi reactivation,ERp5 inh,F508del corr,ARNT TACC3 PPI,PAX8 reporter,DENV2 CPE rescue,GSIS activator
CCc1ccc([C@H]2[C@@H]3C(=O)C[C@@H]4C(=O)N(c5ccccc5)C(=O)[C@@H]4[C@@H]3CN2S(=O)(=O)c2ccc(C)cc2)cc1,-1,0.0,-7,-0.3,·,-6,-4,·
Cc1ccoc1C(=O)Nc1ccc2ccccc2c1,51*,0.0,-6,-0.2,-4,4,-1,-15

# Continued:
SMILES,EWS-Fli block,Xi reactivation,ERp5 inh,F508del corr,ARNT TACC3 PPI,PAX8 reporter,DENV2 CPE rescue,GSIS activator
CC(C)c1ccc(NC(=S)NN(c2ccccc2)c2ccccc2)cc1,·,-0.1,·,·,1,7,·,-40
O=C(COC(=O)/C=C/c1cccc(F)c1)NC1CCCCCC1,1,0.3,-8,-0.3,-10,-2,-1,·
CN(C)C(=O)C[C@H]1C[C@H]2c3cc(NS(=O)(=O)c4ccccc4)ccc3O[C@H]2[C@H](CO)O1,5,0.0,-4,1.6,-1,·,-2,2
O=C(CNC(=O)c1[nH]cnc1C(=O)N[C@@H](Cc1ccccc1)C(=O)OCc1ccccc1)OCc1ccccc1,-5,0.1,8,-0.1,-4,-2,-4,2
Cc1ccc(C(=O)N2CCc3ccccc3C2)cc1S(=O)(=O)N1CCOCC1,4,0.2,4,-4.5,-21,·,2,3
O=C(C1CC1)N1CC[C@@H]2[C@@H](CO)Nc3ccc(-c4ccc(F)cc4)cc3[C@@H]21,-1,0.1,10,1.5,14,-5,?,3
O=C(Cc1ccccn1)N1CC(=O)N2[C@H](C1)[C@H](c1ccc(C#CC3CC3)cc1)[C@@H]2CO,-5,0.1,2,-1.1,·,-12,9,10
Cc1ccc([N+](=O)[O-])c(OCCCN2CCCCCC2)c1,3,0.1,6,2.4,·,4,2,-1
O=c1c2cc(Cl)ccc2nc(-c2ccccc2Cl)n1O,-3,0.0,0,1.1,-6,-7,-5,0
CSCCC(NS(=O)(=O)c1ccccc1F)C(=O)NCC(c1ccc(F)cc1)N1CCOCC1 (stereo not drawn),5,0.0,3,-2.3,-1,0,18,-6
O=C(COC(=O)c1cc([N+](=O)[O-])ccc1NCc1ccccc1)NCc1ccccc1Cl,-11,0.3,0,·,-2,12,-1,4
Cc1ccccc1OCC(=O)NCCCNC(=O)c1ccco1,3,0.2,-1,-0.8,13,0,2,2
CCCCC(C(=O)NC1CCCC1)N(Cc1ccccc1)C(=O)c1snc(C(N)=O)c1N (stereo not drawn),8,0.5,-1,-0.2,4,15,-9,-10
Cc1noc(C)c1NC(=O)Nc1cccc2c1O[C@@H](CN(C)Cc1ccncc1)[C@H](C)CN([C@@H](C)CO)C2=O,·,0.0,-3,-3.1,·,7,6,6
COc1ccc(NC(=O)CN(C)C(=O)c2cc(-c3ccc(Cl)cc3)nc3ccccc23)cc1,2,0.0,-1,0.5,1,11,-3,2
COc1cc(/C=C2\SC(=S)N(C(C(=O)O)c3ccccc3)C2=O)cc(OC)c1OC (stereo not drawn),-4,0.0,-4,-2.8,·,7,-4,-13
COc1ccc(CNC(=O)CN(Cc2ccc(OC)cc2)C(=O)CCC(=O)Nc2nccs2)cc1,7,0.4,-2,-0.1,25,-5,-6,13
CCN1C(=O)c2ccccc2Sc2ccc(C(=O)NCCN3CCOCC3)cc21,0,0.4,0,2.7,18,-11,-5,·
O=C(COC(=O)C1CC2CCCC(C1)C2=O)NNC(=O)c1ccccc1F (stereo not drawn),3,0.0,2,3.4,11,-11,-3,1
Cc1ccccc1OCC(=O)Nc1ccc(NC(=O)c2ccco2)cc1,-19,0.0,4,-5.0,-1,-5,·,0
CCCCn1c(N)c(N(CC)C(=O)c2cc(S(=O)(=O)N3CCCCCC3)ccc2OC)c(=O)[nH]c1=O,-2,-0.1,0,1.0,-2,-7,2,7
C[C@H](NC(=O)c1ccco1)C(=O)NNC(=O)c1ccc(F)cc1,-3,0.2,-2,-1.3,3,-56,5,12
Cc1ccc(N(Cc2cc3ccc(C)cc3[nH]c2=O)S(=O)(=O)c2ccccc2)cc1,·,0.0,3,2.7,-7,27,-1,18
CC(=O)N(C)C[C@@H]1Oc2cc(C#CCN(C)C)ccc2S(=O)(=O)N([C@@H](C)CO)C[C@H]1C,-5,-0.7,-4,-0.8,-8,·,0,19
COc1ccc(Cl)cc1C(=O)NNC(=O)CN1C(=O)C2CC=CCC2C1=O (stereo not drawn),4,0.0,-1,-0.3,2,11,-2,-1
CN1C(=O)c2cc(NC(=O)c3ccc(F)cc3)ccc2OC[C@H]2O[C@H](CC(=O)NCC3CC3)CC[C@H]21,-5,0.3,2,-3.1,-6,5,-3,-13
CCc1c(O)nc(SCC(=O)Nc2nc3ccccc3s2)n(-c2ccccc2)c1=O,7,-0.1,1,-2.1,-2,-28,-2,-19
COc1ccc(/C=N/NC(=O)c2nnn(-c3nonc3N)c2CN(C)c2ccccc2)cc1,-1,0.3,5,0.1,0,-9,5,16
C[C@H](CO)N1C[C@H](C)[C@H](CN(C)S(=O)(=O)c2ccc(Cl)cc2)OCc2cn(nn2)CCCC1=O,4,-0.2,·,-0.5,·,·,·,-5
CS(=O)(=O)Nc1ccc2c(c1)[C@H]1C[C@H](CC(=O)NCc3cccc(F)c3)O[C@@H](CO)[C@H]1O2,4,0.1&0.1,3&-2,-2.0&2.8,·,-5&-6,14&15,10&7
NS(=O)(=O)c1ccc(CCNC(=O)CSc2ncnc3ccccc23)cc1,10,0.6,-1,2.5,-4,21,-3,19
Cn1c(SCC(=O)Nc2ccccc2F)nnc1C1CCCCC1,-3,0.5,-5,1.6,0,3,13,0
NC(=O)C[n+]1ccc(/C=N/O)cc1,17,0.0,-7,-0.9,-11,6,18,-2
CCCC(=O)Nc1ccc2c(c1)C(=O)N(C)C[C@@H](OC)[C@@H](C)CN(Cc1cncnc1)[C@H](C)CO2,1,0.3,1,-1.8,-7,18,10,-2
CC(C)(C)n1nnnc1C(c1ccccc1OC(F)(F)F)N1CCN(C/C=C/c2ccccc2)CC1 (stereo not drawn),7,-0.1,1,3.6,·,0,?,-49
Clc1ccccc1CSc1cnnc2ccccc12,-42,-0.2,8,-3.3,1,-8,-4,-7
Cc1cccc(-n2ncc(Cl)c(Cl)c2=O)c1,80*,0.8,4,-20,0,100*,-7,-4
O=C(CCNS(=O)(=O)c1ccccc1)OCC(=O)c1ccc(Br)cc1,6,0.3,1,-0.3,-1,·,13,-32
COc1ccccc1OCCSc1nc2ccccc2n1CC(O)CO (stereo not drawn),1,0.1,1,4.3,-1,14,-5,3
CCCNC(=O)N1[C@@H]2c3ccc(-c4ccc(F)cc4)c(=O)n3C[C@@H]2[C@@H](CO)[C@@H]1C(=O)N1CCCCC1,-2,0.0,-1,·,-4,-11,8,1
Cc1cccc(C(=O)N2[C@@H](C(C)C)COc3cc(Br)ccc3S2(=O)=O)c1,-6,0.2,1,4.3,0,24,17,4
C[C@@H]1CN([C@@H](C)CO)C(=O)c2cc(NC(=O)CCC(F)(F)F)ccc2O[C@@H](C)CCCCO[C@@H]1CN(C)C(=O)Nc1cccc2ccccc12,4,0.1,·,-1.7,1,3,-14,14
CCOC(=O)N(C)c1c(CC)nc2c(OCc3ccc(Cl)cc3)cccn12,-1,0.1,1,-0.2,·,-6,-5,-25
Cc1cccc(C)c1NC(=O)C(c1ccccc1)N(C)CCc1ccccc1 (stereo not drawn),5,·,0,1.3,·,4,-2,-2
CC12CCC(C(=O)NCCN3CCCCC3)(CC1=O)C2(C)C (stereo not drawn),-11,·,1,-2.1,6,·,4,-6
C[C@@H]1CN([C@@H](C)CO)C(=O)c2cc(NC(=O)CCCN(C)C)ccc2O[C@@H]1CN(C)C,-3,0.3,-2,-1.0,-3,-12,4,1
Cc1ccc(NC(=O)CSC(C)C(=O)OC(C)C(=O)NC2CCCCC2C)cc1 (stereo not drawn),0,1.2,7,0.1,8,-1,-3,-22
CCc1ccccc1NC(=O)c1cc(-c2cccc(O)c2)on1,-41,0.0,-4,2.5,-3,-68,-4,·
COc1ccc(NC(=O)Cc2cccc3ccccc23)cc1,-6,0.2,6,1.7,-5,3,-3,0

# By substructure, those above containing two or more sulfur atoms.
SMILES,EWS-Fli block,Xi reactivation,ERp5 inh,F508del corr,ARNT TACC3 PPI,PAX8 reporter,DENV2 CPE rescue,GSIS activator
CSCCC(NS(=O)(=O)c1ccccc1F)C(=O)NCC(c1ccc(F)cc1)N1CCOCC1 (stereo not drawn),5,0.0,3,-2.3,-1,0,18,-6
COc1cc(/C=C2\SC(=S)N(C(C(=O)O)c3ccccc3)C2=O)cc(OC)c1OC (stereo not drawn),-4,0.0,-4,-2.8,·,7,-4,-13
CCc1c(O)nc(SCC(=O)Nc2nc3ccccc3s2)n(-c2ccccc2)c1=O,7,-0.1,1,-2.1,-2,-28,-2,-19
NS(=O)(=O)c1ccc(CCNC(=O)CSc2ncnc3ccccc23)cc1,10,0.6,-1,2.5,-4,21,-3,19
